# SUMO Mot1 rescue = blocks SUMOylation pathway, rescuing yeast Mot1-301 growth. 320,000 tested, 1% active. S. cerevisiae Mot1-301 growth rescue, ATP luminescence, 38.5C; percent above DMSO median, 100 means doubled. growth rescue, % at 18.8 µM;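 active means every valid replicate shows activation above 250% relative to neutral control wells; inactive means the rest, any valid replicate at or below 250%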;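 further: OY570 slx delta 5 strain wells were the positive control but not used for scaling; some compounds called inactive have numbers as strong as hits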
# MOR-DOR inv ag = inverse agonist of human OPRM1-OPRD1 heterodimerization; P35372+P41143; cell-based MOR-DOR heterodimer luminescence, inverse agonism; inhibition, % at 9.3 µM; 340,000 tested, 0.21% active; AID 504357; in the data active means inhibition above about 22%, passing the limit was not always enough;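 further: 0% = cells with DMSO and 100% = wells without cells with DMSO; values of inactives mirror those of a sister screen read the other way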
# Arr AP2 block = human beta-arrestin and AP2 interaction inhibition; FITC-arrestin peptide / GST-AP2 beads, flow cytometry; AP2 beta2 appendage carries R879A mutation; inhibition, % at 10 µM; 340,000 tested, 0.31% active;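 active means inhibition above a set limit, near 3 SD of compounds lacking own fluorescence, cut at about 54% in these data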;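 further: plate controls were DMSO wells for no effect and 5 µM unlabelled arrestin peptide for full effect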
#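 System: GST-tagged AP2 beta2-adaptin appendage (R879A) on 4 µm glutathione beads / Reagent: FITC-arrestin peptide, 50 nM / Detection: HyperCyt-sampled flow cytometry, FL1 channel, ex 488/em 535 nm / Timing: 12 min plus 1 h, RT / Buffer or medium: PBS plus Tween 20 (0.05%) and BSA (0.1%)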
# phage Ecoli inh = E. coli growth loss with phage present; growth absorbance; 360,000 tested, 0.26% active; inhibition, % at 11.9 µM; AID 651602; in the data active means inhibition above about 11%
# PfHsp90 yeast 2 = growth inhibition of yeast expressing Plasmodium Hsp90 | S. cerevisiae expressing PfHsp90, BacTiter-Glo ATP, 48 h; yeast lacking PDR1 and PDR3 efflux regulators | 310,000 tested, 0.32% active | inhibition, % at 9.4 µM;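 active means every replicate shows inhibition above about 80%, whatever the replicate mean, limit read from the data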;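 further: 0% = DMSO neutral controls and 100% = 20 µM radicicol positive controls; yeast relying on Plasmodium falciparum Hsp90 in place of its own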
# E coli growth = bacterial growth inhibition, counter-screen for AddAB inhibitors; inhibition, % at 11.9 µM; AID 449728; 330,000 tested, 0.27% active; E. coli V3065 growth, OD600 absorbance, 18 h;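 active means inhibition above the campaign's mean inhibition across all tested compounds plus 3 SD, cut at about 9.9% in these data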;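 further: uninfected addAB+ strain grown without phage in ampicillin broth; 0% = DMSO wells and 100% = ciprofloxacin 0.95 µg/ml wells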
# Tat export inh = E. coli Tat transport inhibition. inhibition, % at 10 µM. E. coli MC4100 TorA-mCherry Tat export, fluorescence. 340,000 tested, 0.036% active. AID 488895;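 active means mean replicate inhibition at least 50% and at least half of replicates individually reaching 50%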;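 further: exported cargo escapes ClpAP degradation while cytoplasmic cargo is degraded and loses fluorescence; 0% = median of neutral control wells and 100% = median of NaSCN control wells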
# AddAB inh = less growth of phage-infected E. coli with AddAB; inhibition, % at 11.9 µM; E. coli expressing H. pylori AddAB, absorbance growth; 330,000 tested, 0.29% active; AID 435030; in the data active means inhibition above about 12%;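 further: 0% = vehicle wells of infected cells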
# PKA-R1A activ = activates the PKA-R1A holoenzyme complex; PKA-R1A dissociation, Cy5-IP20 fluorescence polarization; scaled: DMSO 0%, 113 µM cGMP 100%; activation, % at 11.4 µM; 340,000 tested, 0.083% active;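 active means percent activation above the mean of all tested compounds plus 3 SD, cut at about 19% in these data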;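 further: higher means more PKAc released from R1A so a rise in polarization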
# OPRM1-OPRD1 ag = OPRM1-OPRD1 heterodimerization agonism | activation, % at 9.3 µM | 340,000 tested, 0.3% active | cells, luminescence | P35372+P41143; in the data active means activation above about 18%;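 further: 0% = vehicle-treated cells and 100% = reference agonist; values of inactives mirror those of a sister screen read the other way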
# Pemphigus Ab inh = inhibitors of pemphigus antibody binding to human desmoglein-3; P32926; DSG3-coupled beads, scFv-anti-DSG3-GFP binding, flow cytometry; active compounds read low; binding (percent of control), % at 10 µM; 310,000 tested, 0.48% active; AID 588358;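 active means binding more than 3 SD below its plate's average and above zero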;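 further: hits lower antibody fragment binding to DSG3; some compounds called inactive have numbers as strong as hits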
# Target sequence (P32926 whole entry, looked up, the tested form may be a part): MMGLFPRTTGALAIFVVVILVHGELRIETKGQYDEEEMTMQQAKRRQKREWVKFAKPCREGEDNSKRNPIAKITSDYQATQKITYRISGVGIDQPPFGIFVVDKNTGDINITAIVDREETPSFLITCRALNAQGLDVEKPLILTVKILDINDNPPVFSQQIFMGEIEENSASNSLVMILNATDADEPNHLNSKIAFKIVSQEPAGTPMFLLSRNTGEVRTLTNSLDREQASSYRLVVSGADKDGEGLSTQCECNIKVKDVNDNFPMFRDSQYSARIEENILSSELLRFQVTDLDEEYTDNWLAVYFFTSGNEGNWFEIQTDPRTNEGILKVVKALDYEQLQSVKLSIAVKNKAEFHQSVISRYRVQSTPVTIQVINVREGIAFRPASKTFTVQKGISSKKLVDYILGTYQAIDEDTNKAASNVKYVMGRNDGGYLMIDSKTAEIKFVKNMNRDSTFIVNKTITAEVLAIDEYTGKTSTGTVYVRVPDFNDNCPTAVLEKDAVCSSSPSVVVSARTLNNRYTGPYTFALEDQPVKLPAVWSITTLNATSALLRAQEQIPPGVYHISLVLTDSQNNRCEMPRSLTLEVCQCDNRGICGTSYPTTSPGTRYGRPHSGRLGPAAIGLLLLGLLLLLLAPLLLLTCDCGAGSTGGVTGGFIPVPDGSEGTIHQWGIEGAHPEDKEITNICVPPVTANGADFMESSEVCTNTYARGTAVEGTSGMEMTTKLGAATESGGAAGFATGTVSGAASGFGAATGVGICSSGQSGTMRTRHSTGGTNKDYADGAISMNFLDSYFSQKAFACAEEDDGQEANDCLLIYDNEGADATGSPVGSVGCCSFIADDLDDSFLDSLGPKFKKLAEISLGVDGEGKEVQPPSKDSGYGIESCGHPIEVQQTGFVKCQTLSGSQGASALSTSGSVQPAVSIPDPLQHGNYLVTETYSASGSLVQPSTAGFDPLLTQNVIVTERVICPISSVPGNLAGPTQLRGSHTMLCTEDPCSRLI
# * hit, by the source's call; . = not tested or not shown.
SMILES,SUMO Mot1 rescue,MOR-DOR inv ag,Arr AP2 block,phage Ecoli inh,PfHsp90 yeast 2,E coli growth,Tat export inh,AddAB inh,PKA-R1A activ,OPRM1-OPRD1 ag,Pemphigus Ab inh
CCCCN(C)C(=O)Cn1cnc2sc(C)cc2c1=O,1,7,-2,1.5,14,-2.2,1,2.9,-8,-1.6,99
COc1ccc(Cc2nnc(Nc3ccccc3)s2)cc1Br,12,-11,-5,-0.1,-2,-1.4,0,-0.7,4,1.9,631
O=[N+]([O-])c1cc(S(=O)(=O)Nc2ccccc2)ccc1Nc1ccccc1,.,-34,7,1.2,-48,.,8,.,0,6.9,116
Cn1c(=O)c2c(=O)cc(N)[nH]c2n(C)c1=O,-12,12,19,-0.8,11,-3.2,-2,0.5,-1,-2.4,107
COc1ccc(C(=O)NCCN2CCOCC2)cc1OC,4,3,-1,2.4,-14,0.8,1,1.2,-11,-0.6,106
CCSc1cc(N2CCCC2)nc(-c2ccccc2Cl)n1,4,1,31,2.9,8,1.4,-4,1.9,-2,-0.1,96
CCOC(=O)C(=CNc1ccc(C(F)(F)F)cc1Cl)C(=O)OCC,8,-15,22,6.0,-2,0.3,24,4.1,-15,3.0,.
COc1ccc(NC(=S)Nc2cccc(Cl)c2)cc1OC,7,4,2,4.4,2,3.4,2,4.4,13,-0.8,106
COc1cc2c(cc1NC(=O)CSc1ccccc1)oc1ccccc12,3,10,0,7.2,5,0.9,2,4.4,-8,-2.0,97
CC(C)CNS(=O)(=O)c1ccc(CCC(=O)N2CCN(Cc3ccc4c(c3)OCO4)CC2)cc1,233,-1,6,-0.2,8,-2.7,-1,0.8,9,0.2,90
Cc1nn(CC(=O)N2CCC(C)CC2)c(=O)c2nn(-c3ccccc3)c(C)c12,225,14,-12,1.9,2,-0.2,1,3.5,6,-2.7,94
CN(C)c1cc[n+](CC(=O)c2ccc(-c3ccccc3)cc2)cc1,.,9,-10,4.7,-14,0.6,7,3.0,1,-1.7,88
CCCCOc1ccc(C(=O)OCC(=O)Nc2cc(C)on2)cc1,-4,7,-7,2.3,.,-1.4,7,-1.4,-7,-1.5,121
COc1ccc(CN2CCC(=O)N([C@H](CO)Cc3ccccc3)CC2)cc1,-12,13,-6,1.9,2,1.0,-10,2.3,-1,-2.3,102
O=C(O)c1ccccc1NN=Cc1ccccc1,.,-1,0,4.4,10,.,-4,.,-4,0.2,113
CCN(c1ccccc1)S(=O)(=O)c1cccc(C(=O)NCc2ccccc2CN2CCOCC2)c1,5,-1,1,3.8,-5,-2.9,7,1.3,3,0.4,104
CC(C)CC(=O)c1c[nH]c(C(=O)O)c1,-16,0,-14,5.5,8,1.6,-1,5.0,-5,0.0,103
O=c1[nH]c(CN2CCN(c3ccc(O)cc3)CC2)nc2scc(-c3ccc(Cl)cc3)c12,260,-7,15,0.5,-2,-3.3,-4,-2.2,1,1.4,95
CCc1cc(C(=O)OC)c(NC(=O)c2ccoc2C)s1,-8,-6,-3,0.2,-30,2.4,-8,2.7,9,1.8,107
CCCC(=O)Nc1nnc(-c2ccccc2)o1,6,6,8,1.1,-3,-1.7,-7,1.6,-11,-1.2,101
NNC(=O)c1ccc(COc2ccc3ccccc3c2)cc1,161,-6,1,-0.6,2,-2.6,3,-2.0,3,1.2,104
COc1ccc(S(=O)(=O)N2CCCC(C(F)(F)F)C2)cc1 (stereo unspecified),283,7,0,4.6,-52,2.3,9,5.8,-7,-1.4,101
CN1CCN(c2c(F)cc3c(=O)c(C(=O)O)cn4c3c2OCN4C)CC1,-3,7,7,99*,-5,99*,138*,99*,0,-1.5,.
O=[N+]([O-])c1ccc2ncnc(N3CCN(Cc4ccc5c(c4)OCO5)CC3)c2c1,-12,-13,19,0.3,-4,0.5,0,7.1,-4,2.3,111
O=C(NNS(=O)(=O)c1ccc(Cl)cc1)c1sccc1-n1cccc1,.,21,5,1.9,-65,0.5,6,-0.8,4,-3.6,101
CCCC(=O)OCC1CN(Cc2ccco2)S(=O)(=O)c2c(F)cccc2O1 (stereo unspecified),.,17,0,-0.9,8,.,-1,.,1,-3.8,100
CCOc1ccc(-n2c(SCC(=O)Nc3ccc4c(c3)OCCO4)nc3c(c2=O)SCC3)cc1,86,15,-7,2.2,-4,-1.0,-3,0.6,-2,-2.9,93
COc1ccc(C(=O)Nc2ccc(N3CCOCC3)cc2)cc1S(=O)(=O)N1CCCC1,.,3,22,5.6,-3,.,6,.,1,-0.4,100
O=C(c1cnccn1)N(Cc1cccs1)C1(C(=O)NC2CCCC2)CCCCC1,180,20,-3,2.6,36,0.3,-1,0.9,-9,-3.9,81
COC(=O)c1ccc(COC(=O)CCC(=O)c2cccs2)cc1,10,12,7,2.8,8,-2.0,8,1.6,-5,-2.5,105
COc1cccc(OC)c1C(=O)NC(=S)NCc1cccnc1,3,17,52,-0.5,-6,2.8,-8,-0.1,-5,-3.3,109
CC(C)(CNC(=O)/C=C/c1ccc(F)cc1)CNC(=O)/C=C/c1ccc(F)cc1,9,-4,-9,1.0,18,0.4,6,1.4,6,0.7,100
S=c1[nH]nc(-c2ccccc2Br)n1Cc1ccccc1,4,-3,12,-1.8,13,1.2,1,3.4,-12,0.6,95
O=C(NNC(=S)NCC1CCCO1)c1cc(Br)ccc1Cl (stereo unspecified),-7,33*,-9,0.4,7,0.4,-5,3.7,6,-8.1,104
Cc1cc(C(=O)N/N=C/c2ccc(OC(=O)c3ccccc3Br)cc2)n[nH]1,-1,-24,12,2.0,11,-2.2,-4,4.1,-6,5.3,.
COc1ccc(CC(=O)n2[nH]c(=O)ccc2=O)cc1OC,-4,.,20,1.8,8,0.7,-1,2.0,.,.,86
O=C(Nc1ccc(Cl)c(Cl)c1)Nc1ccccc1O,22,-10,2,7.4,13,5.1,12,4.3,-6,2.0,130
O=C(CBr)Nc1c2c(nn1-c1ccccc1)CSC2,-3,5,-4,-1.7,-17,-1.4,-8,0.5,-6,-1.0,121
O=C(NCc1ccc(Cl)cc1)C1CCN(C(=O)Cc2ccccc2)CC1,47,1,1,3.0,5,-1.4,0,1.6,-3,-0.2,108
O=C(CC1N=C(Cc2ccccc2)NNC1=O)N/N=C/c1ccc([N+](=O)[O-])cc1 (stereo unspecified),-10,-7,3,3.0,4,-2.0,-1,-1.3,-7,1.6,.
O=C(NCC(=O)N(CCc1ccccc1)C(C(=O)NC1CCCC1)c1cccnc1)c1ccco1 (stereo unspecified),-10,23,-1,.,-3,-1.4,5,1.9,-4,-4.0,125
COc1ccccc1Cc1nnnn1CC(=O)O,146,3,8,2.2,-2,-0.2,17,-0.5,-5,-0.6,99
Cc1cc(C(=O)CSc2ccc(F)cc2)cc(C)c1O,-4,-3,-16,0.7,-24,1.2,-4,1.4,2,0.5,109
O=C(Nc1cccc(N2C(=O)C3C4C=CC(C4)C3C2=O)c1)c1cccs1 (stereo unspecified),22,5,17,2.0,-7,-2.0,-8,-2.5,9,-1.0,93
O=C(C[n+]1ccc(/C=N/O)cc1)N(Cc1ccccc1)Cc1ccccc1,5,-8,15,4.7,11,-0.7,0,3.3,-2,1.1,114
Cc1csc(SCC(=O)c2c(N)n(C)c(=O)n(C)c2=O)n1,8,18,-11,3.3,15,-1.9,0,1.9,-8,-4.2,112
CC1CCCN(S(=O)(=O)CCNC(=O)c2ccc3c(c2)OCO3)C1 (stereo unspecified),.,8,-12,7.4,-7,-1.0,11,-1.1,0,-1.2,102
CCOc1ccc(CCNC(=O)COC(=O)c2cc([N+](=O)[O-])ccc2N2CCOCC2)cc1OCC,-11,11,5,-0.9,-9,0.8,3,2.9,-7,-1.9,123
CCOC(=O)c1cc(CC)sc1NC(=O)Cc1ccccc1,0,4,-3,4.3,61,2.3,17,2.3,5,-0.7,.
COc1ccc(C)cc1NC(=O)N1CCC(CO)(CC2CCCCO2)CC1 (stereo unspecified),-1,10,18,0.6,-16,-2.4,5,-2.6,-9,-2.2,83
Cc1ccc(-n2ncc3c2CC(C)(C)CC3NC(=O)CCN2CCCCC2=O)cc1 (stereo unspecified),-9,17,-4,1.6,1,-1.0,-2,3.9,-4,-3.1,99
CC1=CC2=NC(=O)/C(=C/c3cccn3Cc3ccccc3)C(=N)N2O1,-3,-2,11,2.7,-29,-2.7,-4,-1.8,-9,0.5,99
O=C(O)C1CC1C(=O)N1CCN(c2ccc(Cl)c(Cl)c2)CC1 (stereo unspecified),-4,5,2,3.3,10,0.5,-1,1.0,-8,-1.0,.
Cc1ccc(S(=O)(=O)Nc2cc3c(C(=O)Nc4ccccc4)c(C)oc3c3ccccc23)cc1,11,-38,0,2.4,17,1.8,16,3.9,-3,7.2,89
CCN(CC)CCN(C(=O)CN1C(=O)c2ccccc2C1=O)c1nc2cc3c(cc2s1)OCO3,-4,2,-5,2.6,25,0.6,2,1.0,13,-0.4,111
O=C1CC(c2ccc(Cl)cc2)c2c(O)cc(O)cc2O1 (stereo unspecified),8,5,-5,0.0,16,-0.5,-6,-0.2,-8,-1.2,94
C#CCOCCOCCOCCNc1nc(N2CCN(C(=O)[C@H]([C@@H](C)CC)n3cc([C@@H](N)CO)nn3)CC2)nc(N2CCN(C(=O)[C@H](CCCCN)n3cc([C@@H](N)C(C)CC)nn3)CC2)n1 (stereo partly specified),-9,-2,7,3.9,5,-2.8,9,2.2,-1,0.3,101
COc1ccc(-c2csc(NC3CCCCC3)n2)c(OC)c1,55,1,-9,3.6,-8,0.8,0,3.1,-3,-0.2,96
CC[C@@H](C)[C@@H]1CN([C@@H](CN2CCC[C@H]2CN2C(N)=NC[C@@H]2Cc2ccccc2)C(C)C)C(=N)N1CCCC1CCCC1,9,8,20,.,-20,1.1,2,2.5,10,-1.4,102
CCN(CC)CCCNC(=O)C(C)n1c2ccccc2c2nc(=O)cc(C)n21 (stereo unspecified),-4,11,4,1.7,-20,-1.0,-9,-0.8,-8,-2.0,104

# An excerpt from above in order of count of non-hydrogen atoms, falling:
SMILES,SUMO Mot1 rescue,MOR-DOR inv ag,Arr AP2 block,phage Ecoli inh,PfHsp90 yeast 2,E coli growth,Tat export inh,AddAB inh,PKA-R1A activ,OPRM1-OPRD1 ag,Pemphigus Ab inh
C#CCOCCOCCOCCNc1nc(N2CCN(C(=O)[C@H]([C@@H](C)CC)n3cc([C@@H](N)CO)nn3)CC2)nc(N2CCN(C(=O)[C@H](CCCCN)n3cc([C@@H](N)C(C)CC)nn3)CC2)n1 (stereo partly specified),-9,-2,7,3.9,5,-2.8,9,2.2,-1,0.3,101
COc1ccc(C)cc1NC(=O)N1CCC(CO)(CC2CCCCO2)CC1 (stereo unspecified),-1,10,18,0.6,-16,-2.4,5,-2.6,-9,-2.2,83
Cc1cc(C(=O)CSc2ccc(F)cc2)cc(C)c1O,-4,-3,-16,0.7,-24,1.2,-4,1.4,2,0.5,109

# Source: PubChem (several laboratories)
